MCL1 BIM primary: MCL1-BIM-BH3 interaction inhibition (human) | Q07820 | GST-MCL1 / FITC-Bim-BH3 fluorescence polarization | inhibition, % at 10.9 µM | 0.68% of 320,000 active | AID 2057;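 active = inhibition above the mean inhibition of all tested compounds plus 3 SD, set per campaign, cut at about 40% in these data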;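 also: 0% = DMSO wells and 100% = unlabeled Bim-BH3 peptide control; higher means more loss of mP so more displacement of Bim peptide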
AHR activator: activators of human aryl hydrocarbon receptor | P35869 | AHR-responsive luciferase reporter cells, luminescence | activation, % at 5 µM | 2.5% of 320,000 active; in the data active = activation above about 47%;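 also: 0% = vehicle wells and 100% = reference agonist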
PAFAH1B2 inh: inhibitors of human PAFAH1B2. inhibition, % at 3.39 µM. 1.2% of 340,000 active. P68402. AID 492953. recombinant PAFAH1B2, FP-rhodamine activity probe, fluorescence polarization;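 active = inhibition above the mean of all tested compounds plus 3 SD, cut at about 24% in these data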;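 also: 0% = enzyme with DMSO and 100% = wells lacking PAFAH1B2; many of its hits are not listed in these tables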
Target sequence (P68402 whole entry, looked up): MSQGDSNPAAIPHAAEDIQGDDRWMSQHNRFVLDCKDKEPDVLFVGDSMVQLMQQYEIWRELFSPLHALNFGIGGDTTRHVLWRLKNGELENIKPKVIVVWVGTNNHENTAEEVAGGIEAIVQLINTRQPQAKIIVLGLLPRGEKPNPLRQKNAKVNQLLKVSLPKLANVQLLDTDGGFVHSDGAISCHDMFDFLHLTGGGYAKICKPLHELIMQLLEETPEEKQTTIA
MEX-5 binding: C. elegans MEX-5 TCR-2 RNA binding activity. Q9XUB2. MEX-5/FITC-TCR2 RNA binding, fluorescence polarization; hits give low values. activity score (negative = inhibition of binding), % at 10 µM. 0.38% of 300,000 active;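 active = inhibition past about -25% in most replicates, and total fluorescence under double the plate's negative control median, limit read from the data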;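 also: 0% = DMSO and -100% = 5 µM competing unlabeled TCR2 RNA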
BCLXL inh: Bcl-xL (human) inhibition; Q07817; GST-Bcl-xL / FITC-Bim BH3 peptide fluorescence polarization; inhibition, % at 10.9 µM; 0.7% of 320,000 active; AID 2129;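 active = inhibition above the mean of all tested compounds plus 3 SD, cutoff set per campaign, cut at about 30% in these data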;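 also: 0% = DMSO wells and 100% = unlabeled Bim-BH3 peptide competitor; inhibitors lower millipolarization by displacing the labeled peptide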
Target sequence (Q07817 whole entry, looked up): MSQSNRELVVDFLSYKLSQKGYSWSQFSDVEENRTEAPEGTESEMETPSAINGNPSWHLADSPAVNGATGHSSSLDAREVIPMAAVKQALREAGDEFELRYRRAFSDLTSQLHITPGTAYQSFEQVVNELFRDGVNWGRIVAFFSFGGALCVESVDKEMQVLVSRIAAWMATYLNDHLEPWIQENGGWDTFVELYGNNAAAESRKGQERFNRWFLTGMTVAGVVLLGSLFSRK
Fam108B inh: Fam108B inhibition, counter-screen for RBBP9 inhibitors. recombinant Fam108B, FP-Rh probe fluorescence polarization. inhibition, % at 9.51 µM. 0.33% of 300,000 active;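 active = inhibition above the screen mean inhibition plus 3 SD, computed separately per campaign, cut at about 18% in these data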;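 also: inhibitors lower polarization as less probe binds the enzyme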
pPAFAH inh: pPAFAH (human) enzyme inhibition | Q13093 | recombinant pPAFAH, FP-rhodamine probe fluorescence polarization | inhibition, % at 3.39 µM | 1.5% of 330,000 active | AID 463082;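 active = inhibition above the mean inhibition across the screen plus 3 SD, cut at about 25% in these data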;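 also: inhibitors block binding of the rhodamine activity-based probe so polarization drops; 0% = enzyme with DMSO and 100% = wells lacking pPAFAH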
PME-1 inh: PME-1 (human) inhibition; recombinant PME-1, FP-Rh probe fluorescence polarization; inhibition, % at 5.9 µM; 0.53% of 320,000 active;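 active = inhibition above the campaign mean of all compounds plus 3 SD, cut at about 26% in these data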;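 also: competitive labeling of PME-1 active site by serine hydrolase directed probe; 0% = PME-1 with DMSO and 100% = wells lacking PME-1 enzyme; inhibitors block probe labeling so polarization falls and inhibition rises; many of its hits are not listed in these tables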
GLD-1 TGE inh: GLD-1-TGE RNA interaction inhibition (C. elegans) | Q17339 | purified GLD-1 + fluorescein TGE RNA, fluorescence polarization | inhibition, % at 5.96 µM | 0.44% of 320,000 active | AID 2280;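 active = percent inhibition above a per-plate cutoff, the plate mean of test compounds plus 3 SD, cut at about 30% in these data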;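 also: 0% = DMSO wells with GLD-1 and probe and 100% = wells lacking GLD-1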
Target sequence (Q17339 whole entry, looked up): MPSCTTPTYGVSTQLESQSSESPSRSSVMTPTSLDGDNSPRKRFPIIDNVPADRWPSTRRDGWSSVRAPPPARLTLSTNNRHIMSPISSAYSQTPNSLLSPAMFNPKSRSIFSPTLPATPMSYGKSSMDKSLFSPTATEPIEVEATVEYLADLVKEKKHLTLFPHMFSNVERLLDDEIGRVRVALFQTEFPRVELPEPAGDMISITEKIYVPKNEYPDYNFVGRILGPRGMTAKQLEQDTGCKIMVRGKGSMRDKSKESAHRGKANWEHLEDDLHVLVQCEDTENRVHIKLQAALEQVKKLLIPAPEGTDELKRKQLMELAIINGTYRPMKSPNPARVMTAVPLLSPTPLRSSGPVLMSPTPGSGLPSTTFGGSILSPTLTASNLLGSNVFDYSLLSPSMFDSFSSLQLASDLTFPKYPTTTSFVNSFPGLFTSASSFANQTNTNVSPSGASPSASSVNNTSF
* hit, by the source's call; / = not tested or not shown. Only part of the results is shown; rates above refer to the full screens.

SMILES | MCL1 BIM primary | AHR activator | PAFAH1B2 inh | MEX-5 binding | BCLXL inh | Fam108B inh | pPAFAH inh | PME-1 inh | GLD-1 TGE inh
O=C(NC1CCN(c2ncccn2)CC1)c1ccccc1F | -6 | 1 | 2 | 0.9 | 4 | -4 | 2 | -2 | -1
CCCn1c2ccccc2c2nnc(SCc3[nH]c(=O)[nH]c3C(=O)CCCCC(=O)OCC)nc21 | 0 | 5 | 4 | 1.8 | 8 | -6 | 6 | -6 | 0
COc1ccc(CN2CC(=O)N3[C@H]4c5ccccc5OC[C@@H]4[C@H](c4ccccc4)[C@]3(C)C2=O)cc1 | 16 | -1 | -2 | / | 20 | / | -1 | 3 | 45*
CCC(=O)Nc1ccc(NC(=O)c2ccc3c(c2)OCO3)cc1 | 0 | -7 | -2 | -0.6 | 4 | -9 | 2 | 0 | 3
Cc1ccc(/C=N/N2C(=O)c3ccccc3NC2c2ccc(C)cc2)cc1 (stereo unspecified) | 1 | 50* | 1 | / | -1 | 1 | 3 | -1 | -5
CCC(C)(C)NC(=O)CN(C(=O)CNS(=O)(=O)c1ccccc1)c1ccccc1 | -4 | 4 | 2 | 0.6 | -2 | -2 | 5 | 5 | -1
CCc1cccc(NC(=O)C2CC2c2ccccc2)c1 (stereo unspecified) | 2 | 4 | 3 | -0.2 | 3 | 1 | -1 | 0 | -5
COc1ccc(-c2noc(CCCC(=O)NCC3CCCO3)n2)cc1 (stereo unspecified) | 3 | -1 | 6 | -2.8 | 4 | 0 | -2 | -3 | 1
Cc1nn(C(=O)c2nn(C)cc2Cl)c(C)c1Br | 4 | 1 | 5 | 0.6 | 6 | 0 | 0 | -2 | 2
CCCCOc1ccc(-c2nnn(CC(=O)c3c[nH]c4ccccc34)n2)cc1 | -24 | 3 | -5 | -2.3 | -15 | -26 | 5 | -24 | 1
COc1ccc(OC)c(C(=O)c2ccc(C(=O)N3CCCCC3)cc2)c1 | -2 | -2 | 5 | 0.3 | 2 | 8 | 1 | 5 | -4
CCc1nnc(NC(=O)C2CC(=O)N(Cc3ccccc3)C2)s1 (stereo unspecified) | 6 | 3 | -3 | -0.2 | -3 | 1 | 4 | 0 | 0
CC(C)[C@H](NC(=O)[C@@H]1Cc2c([nH]c3ccccc23)C2c3ccccc3C(=O)N21)C(=O)N1CCC[C@@H]1C(=O)O (stereo partly specified) | 4 | 11 | 2 | -2.6 | 11 | 3 | 6 | 0 | 4
Cc1oc(-c2ccc(Cl)cc2)nc1CS(=O)CC(=O)NCCCN(C)C1CCCCC1 (stereo unspecified) | 11 | 4 | -1 | -1.7 | 1 | 2 | 0 | 3 | 7
CCOC(=O)[C@H]1[C@H]2COc3ccc(C)cc3[C@@H]2N2C(=O)[C@@H](C)NC(=O)[C@@]12C | 3 | 0 | 2 | / | 3 | / | 2 | 4 | 0
CC(NC(=O)c1c(O)c2ccccc2n(C)c1=O)c1ccccc1 (stereo unspecified) | -3 | 14 | 3 | -0.6 | -2 | 0 | 3 | -2 | 2
Cc1ccc(C)c(NC(=O)C2CCCN2C(=O)NC2CCCCC2)c1 (stereo unspecified) | -2 | 0 | 1 | 1.7 | 8 | 2 | 2 | 3 | 3
Cc1ccccc1C(=O)Nc1nnc(CC(=O)N/N=C/c2ccncc2)s1 | -5 | 2 | / | -2.6 | -5 | -1 | -3 | 3 | 0
CCOC(=O)Cc1csc(NC(=S)NC(=O)c2ccccc2)n1 | 14 | -14 | 2 | 3.4 | 6 | -1 | 5 | 0 | -3
CC(=O)Nc1ccc(NC(=O)C(C)c2cccc(C(=O)c3ccccc3)c2)cc1 (stereo unspecified) | 6 | 0 | 3 | -2.8 | 10 | 3 | 30* | 8 | -4
CCn1nccc1C(=O)Nc1ccccc1OC | 1 | 0 | 6 | 3.2 | -3 | -1 | -3 | -3 | 4
Cc1ccc2nc(Cl)c(/C=N/Nc3ccc(C(=O)O)cc3)cc2c1 | -3 | 22 | 4 | -6.2 | 0 | 12 | 30* | -4 | 0
O=C(/C=C/c1ccccc1)N1CCN(c2ccccn2)CC1 | 2 | 13 | -2 | 1.2 | 1 | -8 | 5 | -4 | -5
Nc1c(C(=O)NCc2ccc(F)cc2)c2nc3ccccc3nc2n1CCCN1CCOCC1 | 3 | -3 | 2 | -3.7 | 6 | 8 | 11 | 5 | 9
COc1cc(-c2nc(=S)[nH][nH]2)cc(OC)c1OC | 11 | 7 | -5 | -15 | -6 | 5 | 4 | 8 | 0
O=C(Nc1cc(Cl)ccc1Cl)c1ccco1 | -2 | -1 | -2 | -0.2 | -3 | 3 | 8 | 2 | -6
COC(=O)[C@]1(C)N[C@H](CN(C)C(C)=O)[C@@H]2C(=O)N(Cc3ccccc3)C(=O)[C@@H]21 | / | 0 | 8 | / | / | / | -1 | / | 5
COC(=O)CNc1nc(OC)nc(N(C)C)n1 | 4 | 2 | 5 | 0.7 | 2 | 4 | 6 | 1 | 4
CCOC(=O)C1CCN(C(=O)C2CC(=O)N(c3ccc4c(c3)OCCO4)C2)CC1 (stereo unspecified) | -2 | 1 | 7 | 0.8 | 1 | -1 | 0 | 3 | -2
FC(F)(F)c1ccc2c(c1)n(Cc1ccccc1)c1[n+]2CCCCC1 | -29 | 2 | -2 | 0.0 | -17 | -1 | -5 | -6 | -24
Cc1cnc(NC(=O)CN2C(=O)C3CC=CCC3C2=O)s1 (stereo unspecified) | 2 | 3 | -1 | -3.4 | -2 | 1 | -2 | 0 | 2
Cc1ccc(S(=O)(=O)N(C)Cc2ccc(C(=O)N/N=C3\CCCC(=O)C3)cc2)cc1 | 3 | 1 | 0 | -3.8 | 2 | 1 | 9 | 3 | 49*
CC(=O)NCc1ccc(C(=O)COC(=O)COc2ccccc2)s1 | 9 | 1 | -2 | / | 4 | / | 15 | -7 | 8
Cc1nn(C)cc1CNC(=O)c1cc2n(n1)C(C(F)(F)F)CC(c1cccs1)N2 (stereo unspecified) | 8 | 0 | -3 | 0.6 | 7 | 8 | 4 | -1 | 5
COc1cccc(CN2CCC(C(=O)N3CCC(C)CC3)CC2)c1 | -4 | -2 | -1 | -1.0 | 1 | 2 | 1 | 2 | 2
C/C(=N\NC(=O)C1CCCN(S(=O)(=O)c2ccccc2)C1)c1ccccn1 (stereo unspecified) | 12 | 1 | 7 | 0.2 | 3 | 4 | 4 | 6 | 3
OCC(CO)(CO)NCc1ccc(-c2ccccc2)cc1 | 4 | 5 | 0 | 1.4 | 3 | -1 | -5 | -3 | 0
Cc1oc(-c2cccs2)nc1CN1CCN(Cc2ccc(F)c(F)c2)C(CCO)C1 (stereo unspecified) | -3 | 0 | 4 | -0.2 | -3 | 2 | -2 | -1 | -5
COc1cccc(-c2nn(-c3ccc(C)cc3)cc2C(=O)N2CCN(C3CCS(=O)(=O)C3)CC2)c1 (stereo unspecified) | 1 | 11 | 0 | / | 2 | / | -6 | 6 | 3
CC1=C(C(=O)Nc2ccccc2)C(c2ccc(C)o2)N2C(=O)CSC2=N1 (stereo unspecified) | 4 | -3 | / | 9.0 | 0 | -4 | 6 | -9 | 3
COc1ccc2c(c1)c(CCN1C(=O)c3ccccc3C1=O)cn2C(=O)c1ccco1 | -3 | 0 | 0 | -5.8 | -2 | -18 | -3 | -3 | 0
O=C(NNC(=O)c1ccccc1[N+](=O)[O-])c1csc(N2CCOCC2)n1 | -1 | 1 | 7 | -42* | 1 | -3 | 6 | -3 | 5
CCOc1ccc2[nH]c(=O)c(CN(Cc3cccs3)Cc3nnnn3C(C)(C)C)cc2c1 | -1 | 8 | -2 | 2.2 | 2 | -8 | -2 | -1 | 3
CS(=O)(=O)N(CC(=O)NCCSCc1ccco1)c1ccc(Cl)cc1 | 6 | 0 | 5 | 2.6 | 6 | -5 | 0 | 11 | 6
CCOc1ccc2nc(Cl)c(C3CC(c4ccccc4)=NN3C(=O)c3ccco3)cc2c1 (stereo unspecified) | 5 | -2 | / | 1.0 | 3 | 0 | 1 | -9 | 1
Cc1cc(O)c(/C=N/c2ccccn2)c(=O)o1 | -1 | -3 | 4 | -0.6 | 8 | -4 | 7 | -2 | 9
O=C(CSc1c2c(nc3cc(Cl)ccc13)CCCC2)NCCN1CCOCC1 | 1 | 0 | 3 | -1.8 | 4 | -4 | -5 | 1 | -2
Cc1ccccc1-c1noc(-c2ccccc2F)n1 | 0 | 6 | 1 | -0.7 | 6 | 1 | 10 | -6 | 4
CCOc1ccccc1Oc1c(C)oc2cc(OC(=O)c3ccco3)ccc2c1=O | 3 | 2 | 8 | 3.9 | -1 | 3 | 1 | -3 | -6
O=C(Nc1ccccc1)C(=O)Nc1ccccn1 | 0 | 2 | 1 | -2.0 | -2 | -3 | 1 | -1 | 2
CC(=O)c1cccc(NC(=O)N2CCCC2C(=O)Nc2cc(C)ccc2C)c1 (stereo unspecified) | 3 | 11 | 3 | 0.1 | 2 | 1 | 3 | -3 | 7
CCc1c(C(=O)Nc2ccccc2)c(C)[nH]c(=S)c1C#N | 3 | 10 | 3 | 0.7 | 8 | 0 | 2 | -3 | -8

A second format for some results above.
compound	MCL1 BIM primary	AHR activator	PAFAH1B2 inh	MEX-5 binding	BCLXL inh	Fam108B inh	pPAFAH inh	PME-1 inh	GLD-1 TGE inh
O=C(NNC(=O)c1ccccc1[N+](=O)[O-])c1csc(N2CCOCC2)n1	-1	1	7	-42*	1	-3	6	-3	5
CCOc1ccc2[nH]c(=O)c(CN(Cc3cccs3)Cc3nnnn3C(C)(C)C)cc2c1	-1	8	-2	2.2	2	-8	-2	-1	3
CS(=O)(=O)N(CC(=O)NCCSCc1ccco1)c1ccc(Cl)cc1	6	0	5	2.6	6	-5	0	11	6
CCOc1ccc2nc(Cl)c(C3CC(c4ccccc4)=NN3C(=O)c3ccco3)cc2c1 (stereo unspecified)	5	-2	/	1.0	3	0	1	-9	1
Cc1cc(O)c(/C=N/c2ccccn2)c(=O)o1	-1	-3	4	-0.6	8	-4	7	-2	9
O=C(CSc1c2c(nc3cc(Cl)ccc13)CCCC2)NCCN1CCOCC1	1	0	3	-1.8	4	-4	-5	1	-2
Cc1ccccc1-c1noc(-c2ccccc2F)n1	0	6	1	-0.7	6	1	10	-6	4
CCOc1ccccc1Oc1c(C)oc2cc(OC(=O)c3ccco3)ccc2c1=O	3	2	8	3.9	-1	3	1	-3	-6
O=C(Nc1ccccc1)C(=O)Nc1ccccn1	0	2	1	-2.0	-2	-3	1	-1	2
CC(=O)c1cccc(NC(=O)N2CCCC2C(=O)Nc2cc(C)ccc2C)c1 (stereo unspecified)	3	11	3	0.1	2	1	3	-3	7
CCc1c(C(=O)Nc2ccccc2)c(C)[nH]c(=S)c1C#N	3	10	3	0.7	8	0	2	-3	-8

Assay outcomes as filed in PubChem BioAssay.
